# Assay outcomes as filed in PubChem BioAssay.
# NCI-60 one-dose screen, 48 h, at 10 µM unless noted. Numbers give growth in % (100 = growth as untreated, 0 = no growth, -100 = all killed).
# RXF 393 – RXF 393 renal cancer cells; 77,000 compounds, 6.9% hits
# NCI-H522 – NCI-H522 lung cancer; 78,000 compounds, 8% hits
# CAKI-1 – CAKI-1 renal cancer. 75,000 compounds, 4.7% hits
# UO-31 – UO-31 renal cancer | 81,000 compounds, 5.2% hits
# 786-0 – 786-0 renal cancer cells; 81,000 compounds, 5.1% hits; AID 1794775
# NCI-H322M – NCI-H322M lung cancer | 80,000 compounds, 2.7% hits | AID 1794733
# NCI-H460 – NCI-H460 lung cancer; AID 1794736; 82,000 compounds, 6.8% hits
# ACHN – ACHN renal cancer | 81,000 compounds, 4.9% hits
# TK-10 – TK-10 renal cancer cells. 81,000 compounds, 3.9% hits
# * hit, by the source's call; x = not tested or not shown; & = joins results of further samples; [ ] = dose if it differs, or a comment. How the source made its calls: active means growth percent below 10; inactive means the rest.
SMILES,RXF 393,NCI-H522,CAKI-1,UO-31,786-0,NCI-H322M,NCI-H460,ACHN,TK-10
COc1ccc(OC)c(-c2nc(SCC(=O)c3ccc(Br)cc3)nc(Nc3ccc(S(N)(=O)=O)cc3)c2C#N)c1,17,48,34,59,41,82,21,56,96
O=C(OCc1ccccc1)c1ccc(O)cc1,94,72,93,63,83,104,107,103,108
NS(=O)(=O)c1cc(Cl)ccc1Cl,108,80,x,79,93,82,106,x,87
CC(C)(C=O)CCC#N,143,90,84,64,96,103,110,91,101
CCOC(=O)C1=C(C)NC(=O)NC1c1ccc(F)cc1 (stereo not drawn),95,x,97,88,105,108,105,101,115
c1ccc(CSc2nnc(-c3cc(-c4ccccc4)nc4ccccc34)o2)cc1,64,57,70,53,63,98,72,73,66
CS(=O)(=O)Nc1ccccc1N,117,98,96,94,109,112,105,99,113
COC(=O)C12C3C(=O)N(c4ccc(OC)cc4)C(=O)C3C(c3cn(-c4ccccc4)nc3-c3ccccc3)N1[C@H](c1cn(-c3ccccc3)nc1-c1ccccc1)[C@@H]1C(=O)N(c3ccc(OC)cc3)C(=O)[C@@H]12 (stereo partly drawn),98,113,107,98,104,117,101,95,114
CCN(CC)CC(=O)NNc1ncnc2ccccc12,125,100,97,90,104,108,111,106,x
NNC(=O)c1ccc(C(=O)O)cc1,115,62,116,81,111,105,118,100,96
CC/C(=N\NS(=O)(=O)c1ccc(C)cc1)c1ccc(OC)cc1,127,92,92,109,112,134,111,107,115
COc1cc2c(c(OC)c1OC)CCC(c1cccc(NC(=O)C(C)C)c1)O2 (stereo not drawn),92,91,108,86,110,102,106,101,93
Nc1c(C(=O)Nc2nccs2)sc2nc3c(cc12)C(=O)CCC3,99,100,92,75,98,97,104,91,121
C[S+](C)CC(=O)c1ccc(Br)cc1,105,93,105,78,111,102,106,103,107
COc1ccc(/C=C2/C(=O)Nc3cc(Cl)c(-c4csc(N)n4)cc32)cc1,60,22,x,56,62,68,43,x,84
COc1cc(OC)c(/C=C/C(=O)c2ccc(Nc3ncnc4cc(OC)c(OC)cc34)cc2)c(OC)c1,x,85,93,103,101,89,63,84,106
COc1ccccc1Cn1cc(C#N)c(N)c1C(=O)c1ccc(Cl)cc1Cl,57,78,64,79,68,75,74,59,107
COc1cccc(C2C(Cl)C(=O)N2n2cnnc2)c1 (stereo not drawn),96,85,82,77,97,89,98,95,98
S=C(Nc1ccccc1)Nc1ccccn1,105,98,87,83,103,104,109,103,127
CCC1(N)COC(c2ccccc2)OC1 (stereo not drawn),132,103,101,102,98,102,108,102,100

# Compound profiles (already shown).
# COc1ccc(OC)c(-c2nc(SCC(=O)c3ccc(Br)cc3)nc(Nc3ccc(S(N)(=O)=O)cc3)c2C#N)c1 in the list: RXF 393 = 17; NCI-H522 = 48; CAKI-1 = 34; UO-31 = 59; 786-0 = 41; NCI-H322M = 82; NCI-H460 = 21; ACHN = 56; TK-10 = 96
# CCC1(N)COC(c2ccccc2)OC1 (stereo not drawn) in the list: RXF 393 = 132; NCI-H522 = 103; CAKI-1 = 101; UO-31 = 102; 786-0 = 98; NCI-H322M = 102; NCI-H460 = 108; ACHN = 102; TK-10 = 100

# Returning to the listing with the 7 entries that preceded the break.
SMILES,RXF 393,NCI-H522,CAKI-1,UO-31,786-0,NCI-H322M,NCI-H460,ACHN,TK-10
C[S+](C)CC(=O)c1ccc(Br)cc1,105,93,105,78,111,102,106,103,107
COc1ccc(/C=C2/C(=O)Nc3cc(Cl)c(-c4csc(N)n4)cc32)cc1,60,22,x,56,62,68,43,x,84
COc1cc(OC)c(/C=C/C(=O)c2ccc(Nc3ncnc4cc(OC)c(OC)cc34)cc2)c(OC)c1,x,85,93,103,101,89,63,84,106
COc1ccccc1Cn1cc(C#N)c(N)c1C(=O)c1ccc(Cl)cc1Cl,57,78,64,79,68,75,74,59,107
COc1cccc(C2C(Cl)C(=O)N2n2cnnc2)c1 (stereo not drawn),96,85,82,77,97,89,98,95,98
S=C(Nc1ccccc1)Nc1ccccn1,105,98,87,83,103,104,109,103,127
CCC1(N)COC(c2ccccc2)OC1 (stereo not drawn),132,103,101,102,98,102,108,102,100
Clc1cc2c(c(CSc3nc4ccccc4n4cccc34)c1)OCOC2,34,60,x,74,93,83,67,88,79
CC(C)Cc1cc(CNS(=O)(=O)Cc2ccccc2)nn1-c1ccccc1,105,65,x,87,111,101,104,112,71
COc1ccc(/C=N/NC(=S)NC23CC4CC(CC(C4)C2)C3)cc1OC,97,84,97,99,98,x,87,103,101
CCN(CC)CCOc1ccc(/C(=C(\C)c2ccc(Cl)cc2)c2ccc(Cl)cc2)cc1,51,82,83,65,60,87,36,94,88
COc1ccc(C2=NOC(C(=O)N3CCOCC3)C2)cc1OC1CCCC1 (stereo not drawn),112,102,99,89,99,112,104,103,106
O=C(N=Nc1c(O)[nH]c2ccc([N+](=O)[O-])cc12)c1ccc2nc(-c3ccccc3)[nH]c2c1,75,18,92,84,91,104,100,101,140
Cc1ccc(S(=O)(=O)NC(c2ccc(Br)cc2)c2nnc(-c3ccccc3)o2)cc1 (stereo not drawn),113,84,96,85,99,99,99,109,103
CCOC(=O)C1=NN(c2ccccc2)C(=O)/C1=C\n1ccc(=O)[nH]c1=S,96,77,98,89,103,115,101,101,104
NS(=O)(=O)c1ccc(C(=O)N=Nc2c(O)[nH]c3c(Br)cccc23)cc1,113,58,91,75,99,101,102,102,110
CN(C)c1ccc2c(c1)CN1C(=O)c3ccccc3C1=N2,98,91,98,79,102,84,100,109,137
COCCn1cc(-c2nc(-c3cn(CCOC)c4ncccc34)cs2)c2ccccc21,76,53,95,99,83,59,57,92,33
Nc1nc2c(N=Nc3ccc(Cl)cc3)c(N)nn2c(-c2ccc(Cl)cc2)c1-c1nc2ccccc2s1,98,100,90,89,103,96,103,97,122
CC(=O)c1ccc(Nc2nc(C(C)=O)c(C)s2)cc1,101,88,88,92,96,82,98,100,112
CCCCc1nc(Cl)c(C2C(C#N)=C(N)Oc3n[nH]c(C)c32)[nH]1 (stereo not drawn),99,96,93,89,99,105,104,106,111
COc1ccc(-c2[nH]ncc2-c2ccc(Cl)cc2)c(O)c1,88,83,80,61,94,101,92,95,105
CCSCC(C)C(=O)OC (stereo not drawn),113,110,99,78,110,100,106,107,110
CSc1nn2c(-c3ccc(F)cc3)ccnc2c1C#N,95,83,89,86,95,100,99,99,76
COc1ccc(C2=NN(C=O)C(c3cn(Cc4ccc(Cl)cc4)c4ccccc34)C2)cc1 (stereo not drawn),x,66,50,46,100,72,72,73,83
CC(C)Cc1ccc(C(C)C(=O)OCc2ccc(Cn3c(=O)sn(CCCl)c3=O)cc2)cc1 (stereo not drawn),x,80,95,86,107,104,99,103,102
CCOC(=O)c1ccccc1NC(=O)CNCC(C)C,100,91,93,82,104,108,106,104,102

# Structures from the list above that contain fluorine:
SMILES,RXF 393,NCI-H522,CAKI-1,UO-31,786-0,NCI-H322M,NCI-H460,ACHN,TK-10
CCOC(=O)C1=C(C)NC(=O)NC1c1ccc(F)cc1 (stereo not drawn),95,x,97,88,105,108,105,101,115
CSc1nn2c(-c3ccc(F)cc3)ccnc2c1C#N,95,83,89,86,95,100,99,99,76

# Next section:
SMILES,RXF 393,NCI-H522,CAKI-1,UO-31,786-0,NCI-H322M,NCI-H460,ACHN,TK-10
CCN(CC)CC(O)C=O (stereo not drawn),99,107,103,89,109,113,108,109,110
COc1ccc(S(=O)(=O)n2cc(C(=O)C(=O)Nc3ccncc3)c3ccccc32)cc1F,91,65,55,82,85,89,70,67,102
O=C(NNC(=O)c1ccncc1)Nc1ccccc1,112,104,93,85,105,105,111,114,106
C=CC(=O)CC1(C(=O)OC)NC(=S)NC(=O)C1C#N (stereo not drawn),118,98,94,91,98,123,106,113,104
c1ccc(-c2cc3ccccc3[nH]2)cc1,106,x,92,85,103,92,98,96,100
CCc1cccc(C2=NS(=O)(=O)c3ccccc32)c1,124,92,88,91,98,107,105,96,100
COC(=O)C(N=Nc1ccccc1)C(C)=O (stereo not drawn),98,x,104,103,102,x,103,109,113
Cc1cc(N=Nc2ccc(C)c(N=Nc3cc(C)c(N)cc3N)c2)c(N)cc1N,89&91,55&90,79&78,52&64,102&95,91&92,93&97,82&84,92&94
O=C1NC(=Nc2ccc(S(=O)(=O)Nc3ccccn3)cc2)S/C1=C\c1coc2ccccc2c1=O,106,88,96,96,104,113,104,106,102
CC12CCC(=O)C=C1CCCC2=O (stereo not drawn),114,x,99,92,105,118,112,101,107
Cc1cc(N(CCCNc2ccnc3cc(Cl)ccc23)Cc2cccs2)nc(Cl)n1,46,36,x,28,48,73,35,57,50
Cc1c2ccncc2c(C)c2c1c1ccccc1n2CCCCCC(=O)O,93,101,91,57,103,96,97,83,128
COC(=O)/C(=C\c1c(-c2ccccc2)[nH]c2ccccc12)S(C)(=O)=O,x,47,46,41,38,64,12,57,67
CN(Cc1cnc2nc(N)nc(N)c2n1)c1c(Cl)cc(C(=O)NC(CCC(=O)O)C(=O)O)cc1Cl (stereo not drawn),31,24,-20*,11,13,31,20,29,36
CC(=O)N1N=C(c2ccc(Cl)cc2)CC1c1cccc(Nc2ccnc3cc(C(F)(F)F)ccc23)c1 (stereo not drawn),65,52,x,53,88,82,74,85,77
CC1CCN(S(=O)(=O)c2ncsc2-c2ccccc2)CC1,9.3*,98,77,87,31,99,91,87,127
O=C(O)C(N=Cc1ccccc1)C(O)c1ccccc1 (stereo not drawn),107,95,98,81,108,86,99,101,99
O=[N+]([O-])c1ccccc1S(=O)NCc1c(Cl)cccc1Cl (stereo not drawn),121,93[100 µM],109,95,118,107,106,109,141
c1ccc(-c2onc3cc4c(cc23)OCCO4)cc1,x,83,86,77,86,105,110,92,85
Cn1c(=O)c2[nH]c(=S)n(C)c2n(C)c1=O,107,103,97,93,94,92,102,110,104
Cc1cc(C)n(C(=O)c2sc(=S)n(-c3ccccc3)c2/N=C2\NC(=O)CS2)n1,97,93,94,84,105,105,110,100,105
NCCN1CCNCC1,135,91,x,91,101,116,108,106,106
Oc1cc(-c2nc3ccccc3o2)c(O)cc1-c1nc2ccccc2o1,x,98,100,89,104,99,106,97,123
COC(=O)[C@H](CC(C)C)N1CC=CCN([C@@H](CC(C)C)C(=O)OC)S1(=O)=O,118[1.2 µM],91[1.2 µM],104[1.2 µM],91[1.2 µM],94[1.2 µM],102[1.2 µM],106[1.2 µM],106[1.2 µM],103[1.2 µM]
CCn1c(SC/C(=N/O)c2ccc(Cl)cc2)nnc1-c1ccncc1,116,98,93,88,105,108,108,108,105
Cc1cc(NCC(=O)Nc2ccc(-c3nc4ccccc4s3)cc2)no1,105,82,104,77,102,102,103,111,92
CCc1ccc(-n2cc(COc3ccc(CNC(=O)CCCC/C=C/C(C)C)cc3OC)nn2)cc1,99,66,x,71,100,90,103,101,94
O=C(Nc1ccc(C2=NCCN2)cc1)c1ccc(C(=O)Nc2ccc(C3=NCCN3)cc2)c([N+](=O)[O-])c1,110&112,82&94,98&87,82&108,94&100,96&94,88&97,90&96,127&109
ClC(Cl)(c1ccccc1)c1ccc(-c2ccccc2)cc1,105,48,97,90,80,97,100,104,88
COc1cccc(-c2nc3sccn3c2-c2ccnc(NCCNS(=O)(=O)c3ccc(F)cc3)n2)c1,63,94,87,61,88,102,94,72,113
COC(=O)/C=C/c1cccc([N+](=O)[O-])c1,87,90,96,96,95,106,102,110,89
N#CC1C(=O)c2c([nH]c3ccccc23)C12C(=O)Nc1ccccc12 (stereo not drawn),107,96,76,75,103,96,103,93,175
COc1ccc(-c2nn(-c3cccc(Cl)c3)cc2C=C(C#N)C#N)cc1,-5.7*,-12*,x,12,-8.4*,x,1.6*,9.4*,-3.0*
COc1cc(-c2cc(-c3cccs3)c(C#N)c(N3CCOCC3)n2)cc(OC)c1OC,41,80,67,59,38,100,11,71,92
COc1ccc(/C=C/C(=O)C(=O)/C=C/c2ccc(OC)c(OC)c2)cc1OC,-63*,48,84,0.6*,3.4*,x,52,-0.7*,69
CCOc1cc2c(=O)[nH]cnc2c(OCC)c1OCC,98,93,100,91,100,102,103,94,107
O=C(Nc1nccs1)c1ccoc1COc1ccccc1,108,88,92,91,102,110,102,102,109
Nc1ccc2c(c1)C(=O)c1cc([N+](=O)[O-])ccc1-2,112,106,86,92,106,111,110,96,111
O=C(CSc1nccc(Nc2ccc(S(=O)(=O)Nc3nccs3)cc2)n1)c1ccc([N+](=O)[O-])cc1,78,94,88,67,104,x,108,106,115
Cc1nn(-c2ccccc2)c(C)c1N=Nc1ccccc1,90,84,84,74,86,94,99,85,96
CC1C(=O)CCC2C1(C)CCC1C2(C)CCC2(C)C3CC(C)(C)CCC3(C)CCC12C (stereo not drawn),98,73,93,84,99,109,107,89,88
O=C1Nc2ccccc2/C1=C/c1ccc(COCC2CO2)n1-c1ccc(O)cc1 (stereo not drawn),x,94,98,90,103,107,113,97,104
Cc1ccc2nc(NC(=O)CSC(=S)N3CCN(C)CC3)sc2c1,105,x,x,78,108,106,106,100,122
O=[N+]([O-])c1ccc2nc(-c3ccccc3)c(-c3ccccc3)nc2c1,101,43,88,51,118,100,83,92,122
CCOC(=O)c1cc(OCC)nc2ccccc12,102,120,87,92,98,108,112,104,98
COC(=O)c1c(C(=O)OC)c2ccc3c4ccccc4ccc3n2c1C(=O)CBr,205,74,98,80,98,96,110,106,105
CCCCCC(=O)OCC(=O)O[C@@H]1C[C@]2(C(C)C)O[C@@]1(C)[C@@H]1CC[C@@H](C)[C@H]1[C@@H]2OC(=O)/C=C/c1ccccc1,-2.8*,56,-4.8*,-80*,54,85,93,-24*,134
